MrgX1 ag: human MrgX1 receptor agonism, primary screen. Q96LB2. MrgX1-HEK293 cells, Fluo-4 calcium fluorescence, agonist mode; stronger effect = higher value. B-score at 10 µM. actives 0.44% (n = 310,000). AID 588627;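 active means calcium response B-score plate-corrected fluorescence ratio at least 3 library SD, with starting fluorescence B-score inside 5 SD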
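System – MrgX1-expressing HEK293 cells · Incubation – cells plated overnight, dye loaded 0.5 h 37 °C, 0.5 h room temperature · Technique – kinetic Fluo-4 NW fluorescence of intracellular calcium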
TMEM16A inh: inhibitors of mouse TMEM16A calcium-activated chloride channel | HEK293 TMEM16A/YFP iodide influx fluorescence, ionomycin | normalized B-score (activity score, 25-100; higher = stronger inhibition) at 10 µM | actives 1.2% (n = 310,000) | AID 588511;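 active means ratio plate-corrected score three or more library SD toward inhibition, starting fluorescence score within five deviations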;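 further: score derived from kinetic fluorescence span divided by baseline fluorescence per well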
RGS4 inh: human RGS4 inhibition | B-score at 10 µM | HEK293 M3R/RGS4 inducible, Fluo-4 calcium flux; stronger effect = higher value; triggered by carbachol at its EC20 | P49798 | actives 0.45% (n = 310,000);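 active means B-score, a plate-corrected calcium signal, over three deviations above library mean, with baseline fluorescence within five deviations of library mean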;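 further: RGS4 expression induced by doxycycline in cells with stable M3 receptor; B-score is computed from the integrated fluorescence ratio over baseline after carbachol; higher B-score means a larger calcium signal and so more RGS4 inhibition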
Target sequence (P49798 whole entry, looked up): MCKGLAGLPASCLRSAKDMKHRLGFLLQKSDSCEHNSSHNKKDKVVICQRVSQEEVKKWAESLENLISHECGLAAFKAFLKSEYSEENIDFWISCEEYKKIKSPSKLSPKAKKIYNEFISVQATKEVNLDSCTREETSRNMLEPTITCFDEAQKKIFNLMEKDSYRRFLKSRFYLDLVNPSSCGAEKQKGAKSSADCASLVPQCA
MrgX1 antag: blocks BAM8-22 activation of human MrgX1 receptor; MRGX1-HEK293 calcium flux, Fluo-4, BAM8-22 antagonism; stronger effect = lower value; B-score at 10 µM; actives 1.3% (n = 310,000); AID 588676;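 active means calcium-response B-score plate-corrected more than 3 library SD below zero, starting fluorescence within 5 deviations, no agonist response on first addition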;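 further: peak minus trough fluorescence over baseline after final BAM8-22 challenge near maximal dose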
TRPC6 inhibitor: blocks the mouse TRPC6 cation channel; actives 1.1% (n = 310,000); B-score at 10 µM; HEK293-TRPC6, membrane potential dye, ACh-evoked depolarization; stronger effect = lower value;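 active means B-score under library mean minus 3 SD, initial fluorescence not abnormally high, positive integrated signal ratio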;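 further: B-score derived from integrated fluorescence ratio over the kinetic read; more negative B-score means stronger inhibition of depolarization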
Target sequence (Q61143 whole entry, looked up): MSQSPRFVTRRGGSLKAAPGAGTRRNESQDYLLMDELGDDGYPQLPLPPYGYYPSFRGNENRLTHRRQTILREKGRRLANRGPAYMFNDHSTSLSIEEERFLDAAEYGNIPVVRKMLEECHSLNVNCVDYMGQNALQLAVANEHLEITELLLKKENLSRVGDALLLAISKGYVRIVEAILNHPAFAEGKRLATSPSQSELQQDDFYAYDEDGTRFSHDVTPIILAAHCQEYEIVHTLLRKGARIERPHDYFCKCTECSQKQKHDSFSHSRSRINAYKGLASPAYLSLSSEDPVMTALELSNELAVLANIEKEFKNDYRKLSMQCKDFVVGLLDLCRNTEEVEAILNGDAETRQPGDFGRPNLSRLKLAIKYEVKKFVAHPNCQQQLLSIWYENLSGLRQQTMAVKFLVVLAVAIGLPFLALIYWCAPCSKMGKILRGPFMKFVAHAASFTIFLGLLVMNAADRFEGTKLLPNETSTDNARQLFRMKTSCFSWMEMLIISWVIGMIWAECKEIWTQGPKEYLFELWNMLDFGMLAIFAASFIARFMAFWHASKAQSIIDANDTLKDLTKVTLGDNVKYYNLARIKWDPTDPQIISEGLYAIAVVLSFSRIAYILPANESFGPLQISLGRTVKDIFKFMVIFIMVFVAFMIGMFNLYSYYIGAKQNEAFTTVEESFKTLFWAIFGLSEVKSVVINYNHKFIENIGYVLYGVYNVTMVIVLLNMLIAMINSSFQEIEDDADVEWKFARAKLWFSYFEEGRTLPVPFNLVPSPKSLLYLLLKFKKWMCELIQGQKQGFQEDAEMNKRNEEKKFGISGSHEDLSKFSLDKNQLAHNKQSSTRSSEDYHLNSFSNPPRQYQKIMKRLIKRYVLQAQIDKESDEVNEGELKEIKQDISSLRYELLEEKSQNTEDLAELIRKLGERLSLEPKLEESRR
MrgX1 PAM: human MrgX1 positive allosteric modulation, primary screen | actives 0.63% (n = 310,000) | Q96LB2 | B-score at 10 µM | MrgX1-HEK293, Fluo-4 calcium flux, FDSS; stronger effect = higher value;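 active means plate-corrected calcium response at least 3 library SD above typical, normal starting fluorescence, not activating the receptor alone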;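 further: compound read alongside a low EC10 to EC30 dose of BAM8-22 agonist; peak minus trough fluorescence over baseline measured at the second addition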
TRPC4 act: TRPC4 (mouse) channel activation. B-score at 10 µM. Q9QUQ5. HEK293 TRPC4beta/mu-opioid, Fluo4 calcium fluorescence; stronger effect = higher value. actives 0.49% (n = 310,000);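 active means B-score above 5 SD of library B-scores, and initial fluorescence ratio not above library mean plus 5 SD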;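 further: positive B-score marks a calcium rise read as TRPC4 activation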
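Assay system – TRPC4beta and mu-opioid receptor HEK293 stable cells · Measured by – Fluo4 fluorescence, kinetic · Schedule – dye loading 45 min room temperature, 110 s kinetic read · Read-out – B-scored integrated calcium fluorescence ratio · Controls – buffer and maximal DAMGO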
TRPC4 potent: allosteric potentiators of mouse TRPC4 channel; HEK293 TRPC4beta/mu-opioid, DAMGO EC20, Fluo-4 Ca2+ flux; stronger effect = higher value; actives 0.42% (n = 310,000); AID 2227; Q9QUQ5; B-score at 10 µM;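 active means B-score of calcium response area above 5 SD of library B-scores, with initial fluorescence ratio within 5 SD of library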;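 further: B-score of integrated fluorescence ratio over time as area under calcium response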
ANO1 activ: mouse TMEM16A channel activation, primary screen. Q8BHY3. HEK293 TMEM16A/YFP-H148Q/I152L, iodide quench fluorescence; stronger effect = lower value. B-score at 10 µM. actives 0.3% (n = 340,000);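 active means fluorescence-ratio B-score plate-corrected deviation score at least 3 library SD below zero, with starting fluorescence score within 5 deviations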;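 further: channel opened by trigger with iodide after compound preincubation; score built on the fluorescence ratio of max minus min over baseline; more negative score means more quench and so TMEM16A activation or potentiation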
TRPC6 act: activators of mouse TRPC6 channel; AID 2550; B-score at 10 µM; actives 0.13% (n = 310,000); HEK293-TRPC6 membrane potential dye fluorescence; stronger effect = higher value; Q61143;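 active means B-score of the integrated fluorescence ratio above library mean plus 3 SD, and starting fluorescence ratio within library mean plus 5 SD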;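 further: higher score means more depolarization so channel activation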
TRPC4 block: blocks the mouse TRPC4 cation channel. Q9QUQ5. HEK293 TRPC4beta/mu-opioid, DAMGO-evoked Fluo4 calcium flux; stronger effect = lower value. B-score at 10 µM. actives 0.39% (n = 300,000). AID 2247;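 active means B-score over 3 SD under the library average, no early fluorescence shift, positive overall ratio signal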
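test system = HEK293 cells with stable TRPC4beta plus mu-opioid receptor expression | detection = Fluo4 Ca2+ flux fluorescence | read-out = integrated fluorescence ratio relative to baseline, converted to per-well B score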
Numbers without * were called inactive; i = inactive; nt = not tested or not shown; ! = not confirmed by another sample.

Each structure is followed by: MrgX1 ag | TMEM16A inh | RGS4 inh | MrgX1 antag | TRPC6 inhibitor | MrgX1 PAM | TRPC4 act | TRPC4 potent | ANO1 activ | TRPC6 act | TRPC4 block
COc1cccc(C(=O)N2CCC(n3nccc3NC(=O)C(OC)c3ccccc3)CC2)c1 (configuration not stated)
  i | i | i | i | i | i | i | i | i | i | i
Cc1ccc(C(=O)/C=C/c2cn(CN3CCN(C)CC3)c3ccccc23)cc1
  i | i | i | i | i | i | i | i | i | i | i
COc1cccc(CNC(=O)CCCCCn2c(=S)[nH]c3ccc(N4CCOCC4)cc3c2=O)c1
  i | i | i | i | i | i | i | i | nt | i | i
O=C(O)C1CC1c1ccc(Br)cc1 (configuration not stated)
  i | i | i | i | i | i | i | i | i | i | nt
COc1ccc(S(=O)(=O)N2CCC(C(=O)Nc3nccs3)CC2)cc1
  i | i | i | i | i | i | i | i | i | i | i
CN(CC(=O)NCc1ccncc1)S(=O)(=O)c1ccc(Br)cc1
  i | i | i | i | i | i | i | i | i | i | i
Cc1cc(=O)[nH]c(SCC(=O)N2CCN(C(c3ccccc3)c3ccccc3)CC2)n1
  i | i | i | i | i | i | i | i | i | i | i
NCCCC[C@@H](C(=O)N1CCNCC1)n1cc([C@@H](N)CO)nn1
  i | i | i | i | i | i | i | i | i | i | i
O=C(CNC(=O)C(c1ccccc1)c1ccccc1)N/N=C/c1ccc(O)cc1O
  i | i | i | -5.7* | i | i | i | i | i | i | i
CC1CCC(NC(=O)C2CCN(S(=O)(=O)c3cccc4nonc34)CC2)CC1 (configuration not stated)
  i | i | i | i | i | i | i | i | i | i | i
COc1cc(C(CCN2CCN(c3ccccc3)CC2)c2c(OC)cc(OC)c3c(C)cc(=O)oc23)cc(OC)c1OC (configuration not stated)
  i | i | i | i | i | i | i | i | i | i | i
COc1cc(CN(C2CCCCC2C)S(=O)(=O)c2ccc(S(=O)(=O)NC3CC3)cc2)cc(OC)c1OC (configuration not stated)
  i | i | i | i | i | i | i | i | i | i | i
Cc1cc(=O)[nH]c(SCC(=O)C23CC4CC(CC(C4)C2)C3)c1C#N
  i | i | i | i | i | i | i | i | i | i | i
COc1ccc(S(=O)(=O)N(CCc2ccccc2)CC(=O)N2CCOCC2)cc1
  i | i | i | i | i | i | i | i | i | i | i
CCOC(=O)c1c(CN2CCN(CC#N)CC2)n(C)c2cc(Br)c(OC)cc12
  i | i | i | i | i | i | i | i | i | i | i
O=C(Nc1cc(S(=O)(=O)N2CCCCC2)ccc1Cl)c1ccccc1NS(=O)(=O)c1ccc(F)cc1
  i | 25* | i | i | i | i | i | i | i | i | i
O=C(NCCC1=CCCCC1)C1CCCN(S(=O)(=O)c2cccnc2)C1 (configuration not stated)
  i | i | i | i | i | i | i | i | i | i | i
c1nnc2c3c4c(sc3ncn12)CCCC4
  nt | nt | i | nt | i | nt | i | i | nt | i | i
COc1ccc(N2CCN(C(=O)CSc3nnc4nc(C)cc(C)n34)CC2)cc1
  i | 25* | i | i | i | i | i | i | i | i | i
CCOc1ccc(NC(=O)CC2C(=O)Nc3ccccc3N2C(=O)c2ccccc2)cc1 (configuration not stated)
  i | i | i | i | i | i | i | i | i | i | i

New compounds follow
Each structure is followed by: MrgX1 ag | TMEM16A inh | RGS4 inh | MrgX1 antag | TRPC6 inhibitor | MrgX1 PAM | TRPC4 act | TRPC4 potent | ANO1 activ | TRPC6 act | TRPC4 block
COc1ccc(OC)c(-c2csc(N(Cc3ccco3)C(=O)c3ccco3)n2)c1
  i | i | i | i | i | i | i | i | i | i | i
O=C(NCc1cccnc1)C(=O)NCC1OCCN1S(=O)(=O)c1ccc(F)cc1 (configuration not stated)
  i | i | i | i | i | i | i | i | i | i | i
CC(C)(C)c1cc(CCC(=O)NNC(=S)NC(=O)c2ccccc2)cc(C(C)(C)C)c1O
  50* | 100* | i | i | i | i | 211* | i | -6.1* | i | i
O=C(NCCc1csc(-c2ccccc2)n1)c1c(F)cccc1Cl
  i | i | i | i | i | i | i | i | i | i | i
COc1ccc(NC(C#N)c2ccccc2OCc2ccccc2)cc1 (configuration not stated)
  i | i | i | i | i | i | i | 10* | i | i | i
COc1cccc(N2CC(C)Cn3c2nc2c3c(=O)n(CCN3CCOCC3)c(=O)n2C)c1 (configuration not stated)
  i | i | i | i | i | i | i | i | i | i | i
Cc1ccc(Cn2c(SCC(=O)Nc3cc(C)on3)nc3ccccc3c2=O)cc1
  i | i | i | i | i | i | i | i | i | i | i
O=C(NCc1ccc2c(c1)OCO2)c1ccc(Br)cc1
  i | i | i | i | i | i | i | i | i | i | i
CCOc1cc(-n2nc(C)c(C#N)c2N)nc(SC)n1
  nt | nt | i | nt | i | nt | i | i | nt | i | i
CCn1c(C)nc2cc(C(=O)N/N=C/c3ccc(O)cc3)ccc21
  i | i | i | i | i | i | i | i | i | i | i
COc1ccc(CCNC(=O)C(NC(=O)OCc2ccccc2)C(C)C)cc1OC (configuration not stated)
  i | i | i | i | i | i | i | i | i | i | i
Cc1ccc(-n2nnnc2SCC(=O)NNC(=O)c2ccco2)c(C)c1
  i | i | i | i | i | i | i | i | i | i | i
Cc1cc(=O)oc2c3c(ccc12)OC/C3=N/N
  i | i | i | i | i | i | i | i | i | i | i
COc1ccc2oc(C(=O)OC(C)C(=O)NC3(C#N)CCCCC3)c(C)c2c1 (configuration not stated)
  i | i | i | i | i | i | i | i | i | i | i
CCCCCCSc1ccc([C@H]2N[C@@](CC(C)C)(C(=O)OC)[C@H]3C(=O)N(C)C(=O)[C@@H]23)cc1
  i | i | i | i | i | i | i | i | i | i | i
COc1ccc(N(CC(=O)NCCC2=CCCCC2)S(=O)(=O)c2c(C)[nH]c(=O)[nH]c2=O)cc1
  i | i | i | i | i | i | i | i | i | i | i
COc1cccc(/C=N/NC(=O)CCCc2ccc(OC)c(C)c2)c1
  i | i | i | i | i | i | i | i | i | i | i
Cc1cc(C)nc(NS(=O)(=O)c2ccc(N)cc2)n1
  i | i | i | -4.7*! | i | i | i | i | i | i | i
CCOc1ccc(C(=O)N2CCN(C(=O)c3ccco3)CC2)cc1OCC
  i | i | i | i | i | i | i | i | i | i | i
COCC1CCN(C(=O)C2CCC(=O)N(C3CCCC3)C2)CC1 (configuration not stated)
  i | i | i | i | i | i | i | i | i | i | i

Additional results:
Each structure is followed by: MrgX1 ag | TMEM16A inh | RGS4 inh | MrgX1 antag | TRPC6 inhibitor | MrgX1 PAM | TRPC4 act | TRPC4 potent | ANO1 activ | TRPC6 act | TRPC4 block
CN(C(=O)CSc1nnc(NC2CCCCC2)s1)C1CCS(=O)(=O)C1 (configuration not stated)
  i | i | i | i | i | i | i | i | i | i | i
Cc1cc(N/N=C/c2cccc(Cl)c2)nc(-n2nc(C)cc2C)n1
  i | i | i | i | i | i | i | i | i | i | i
COc1cccc(N2C(=O)CC(N3CCN(CCN=CC4=C(O)CC(C)(C)CC4=O)CC3)C2=O)c1 (configuration not stated)
  i | i | i | i | i | i | i | 16* | i | i | i
COc1ccc(Nc2nc(Nc3ccc(OC)cc3OC)nc(N3CCN(C)CC3)n2)c(OC)c1
  i | i | i | i | i | i | i | i | i | i | i
Cn1cnc([N+](=O)[O-])c1Oc1cccc(O)c1
  i | i | i | i | i | i | i | i | i | i | i
Cc1cc(C)nc(S/C=C/C(=O)c2ccccc2)n1
  i | i | 11* | i | i | i | i | i | i | i | i
COc1cccc(C(=O)Nn2c(-c3cccs3)nc3ccccc3c2=O)c1OC
  i | i | i | i | i | i | i | i | i | i | i
O=C(C[n+]1ccccc1)N/N=C/c1cccs1
  i | i | i | i | i | i | i | i | i | i | i
COC(=O)c1cccc(NC(=O)Nc2ccc(Cl)cc2)c1
  i | i | i | i | i | i | i | i | i | i | i
O=C(N1CCN(CCO)CC1)N1c2ccccc2C=Cc2ccccc21
  i | i | i | i | i | i | i | i | i | i | i
Cc1nc(NCc2ccccn2)c2c3c(sc2n1)CCCC3
  i | i | i | -5.2* | i | i | i | i | i | i | i
CCCSc1nc2sc3c(c2c(=O)[nH]1)CC(C)(CC)OC3 (configuration not stated)
  i | i | i | i | i | i | i | i | i | i | i
CC(C)Cc1nc2oc3c(=O)[nH]cnc3c2c2c1CCCC2
  i | i | i | i | i | i | i | i | i | i | i
Cc1noc(C)c1CSc1nc2ccccc2[nH]1
  i | i | i | i | i | i | i | i | i | i | i
CCOC(=O)N1CCN(Cc2c(O)ccc3ccccc23)CC1
  i | i | i | i | i | i | i | i | i | i | i
O=C(Nc1nnc(C2CC2)s1)c1ccccn1
  i | i | i | i | i | i | i | i | i | i | i
COc1ccc2oc(/C=C/N(C)C)c(C(=O)c3ccc(Cl)cc3)c2c1
  i | i | i | i | i | i | i | i | i | i | i
CC(C)(C)c1ccc(-c2csc(NNC3=NCCCCC3)n2)cc1
  i | i | i | i | i | i | i | i | i | i | i
O=C1CN(C(=O)COc2c(F)c(F)cc(F)c2F)c2ccccc2N1
  i | i | i | i | i | i | i | i | i | i | i
CCc1nnc(NC(=O)C(C)N2C(=O)C3C4C=CC(C4)C3C2=O)s1 (configuration not stated)
  i | i | i | i | i | i | i | i | i | i | i

(continued)
Each structure is followed by: MrgX1 ag | TMEM16A inh | RGS4 inh | MrgX1 antag | TRPC6 inhibitor | MrgX1 PAM | TRPC4 act | TRPC4 potent | ANO1 activ | TRPC6 act | TRPC4 block
CCc1nnc(NC(=O)CCN2C(=O)/C(=C/c3cc(OC)c(OC)c(OC)c3)SC2=S)s1
  i | i | i | i | i | i | i | i | i | i | i
O=C1CCc2cc(S(=O)(=O)N3CCCC3C(=O)N3CCN(c4ccccc4F)CC3)ccc2N1 (configuration not stated)
  i | i | nt | i | nt | i | nt | nt | i | nt | nt
O=C(O)Cc1ccc(-c2ccccc2-c2ccccc2)cc1
  i | i | i | i | i | i | i | i | i | i | i
COc1ccc(NC2=CC(c3ccc(OC)c(OC)c3)N(c3ccc(OC)cc3)C2=O)cc1 (configuration not stated)
  i | i | i | i | i | i | i | i | i | i | i
COCCN(CCOC)Cc1c(O)ccc2c1O/C(=C\c1ccc(C)o1)C2=O
  i | i | i | i | i | i | i | i | i | i | i

Screens from PubChem.
